CCHF vOTU inh: CCHFV vOTU protease inhibitors, primary screen, biochemical, Pep-AMC substrate, fluorescence. actives 0.55% (n = 370,000). AID 651958, 2012. inhibition, % at 11.5 µM; also: 0% = vehicle wells with enzyme and 100% = no enzyme wells
FBA Mtb inh: Mtb FBA enzyme inhibitors, primary screen, biochemical, fluorescence, strain H37Rv; purified M. tuberculosis FBA, fluorescence read-out; inhibition, % at 1 µM; actives 2.3% (n = 360,000); in the data active = inhibition above about 27%;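 also: 0% = vehicle and 100% = reference inhibitor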
Target sequence (P9WQA3 whole entry, looked up): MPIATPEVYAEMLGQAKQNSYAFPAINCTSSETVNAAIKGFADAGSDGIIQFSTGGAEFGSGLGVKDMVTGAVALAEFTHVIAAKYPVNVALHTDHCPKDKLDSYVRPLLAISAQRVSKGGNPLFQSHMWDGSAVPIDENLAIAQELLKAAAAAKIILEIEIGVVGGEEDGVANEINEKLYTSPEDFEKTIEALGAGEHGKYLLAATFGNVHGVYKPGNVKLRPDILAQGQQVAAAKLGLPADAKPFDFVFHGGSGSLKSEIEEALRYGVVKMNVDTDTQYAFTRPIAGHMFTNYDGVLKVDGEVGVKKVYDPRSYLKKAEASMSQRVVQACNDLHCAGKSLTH
Mtb UGM inh: M. tuberculosis UGM enzyme inhibitors, primary screen, biochemical, fluorescence polarization, single point | UDP-galactopyranose mutase (Mycobacterium tuberculosis (strain ATCC 25618 / H37Rv)), … | purified UGM, fluorescence polarization probe displacement | inhibition, % at 10 µM | actives 0.06% (n = 320,000) | AID 504406, 2011; in the data active = inhibition above about 10%, passing the limit was not always enough
Target sequence (P9WIQ1 whole entry, looked up): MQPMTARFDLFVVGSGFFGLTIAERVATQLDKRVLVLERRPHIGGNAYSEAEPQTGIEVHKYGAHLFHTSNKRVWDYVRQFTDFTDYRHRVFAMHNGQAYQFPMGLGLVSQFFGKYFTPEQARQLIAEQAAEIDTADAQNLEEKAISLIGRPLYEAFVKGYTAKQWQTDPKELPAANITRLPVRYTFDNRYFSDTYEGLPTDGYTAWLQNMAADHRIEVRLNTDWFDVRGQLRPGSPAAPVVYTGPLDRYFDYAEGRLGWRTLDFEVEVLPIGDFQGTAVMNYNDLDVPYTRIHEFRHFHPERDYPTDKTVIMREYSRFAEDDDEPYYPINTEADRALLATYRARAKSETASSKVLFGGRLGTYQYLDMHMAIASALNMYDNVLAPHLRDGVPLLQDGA
GDH-TPI counter: GDH-TPI coupling enzyme inhibitors, primary screen, artefact control for M. tuberculosis FBA inhibitor project, biochemical, absorbance, full deck; inhibition, % at 4.8 µM; GDH-TPI coupled enzyme counterscreen, NADH absorbance; actives 1.2% (n = 360,000);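 also: 0% = DMSO wells and 100% = wells lacking the enzyme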
Mtb BioA inh: M. tuberculosis BioA enzyme inhibitors, primary screen, biochemical, plate reader, single point, HTS; actives 0.096% (n = 360,000); purified M. tuberculosis BioA enzyme; inhibition, % at 9.99 µM; in the data active = inhibition above about 40%
MazEF act: activators of E. coli MazEF toxin-antitoxin RNase, primary screen, biochemical, fluorescence, uHTS; activation, % at 20 µM; Endoribonuclease toxin MazF (Escherichia coli (strain K12)), P0AE70; actives 0.32% (n = 350,000); FAM/BHQ RNA-DNA oligo cleavage fluorescence, 5 h; in the data active = activation above about 50%
Target sequence (P0AE70 whole entry, looked up): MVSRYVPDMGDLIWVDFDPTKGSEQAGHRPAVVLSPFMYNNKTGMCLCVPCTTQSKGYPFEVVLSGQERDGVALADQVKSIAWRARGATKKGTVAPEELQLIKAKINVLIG
BoNT F protease: BoNT/F light chain protease inhibitors, primary screen, biochemical, flow cytometry, MLPCN library; actives 0.22% (n = 360,000); Multiplex microsphere protease cleavage assay; inhibition, % at 10 µM; in the data active = inhibition above about 35%, passing the limit was not always enough; also: plate controls were buffer without enzyme for full effect and enzyme alone for no effect
Rv3671c protease: Rv3671c serine protease inhibitors, primary screen, biochemical, fluorescence polarization, M. tuberculosis H37Rv; AID 2606, 2010; actives 0.048% (n = 320,000); inhibition, % at 5.96 µM; P9WHR9; in the data active = inhibition above about 38%;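 also: extracellular domain of Rv3671c used as enzyme; 0% = enzyme with DMSO and 100% = no enzyme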
FadD28 FP inh: inhibitors of FadD28 bisubstrate probe binding, primary screen, biochemical, fluorescence polarization, single point. inhibition, % at 12.5 µM. actives 0.22% (n = 360,000). AID 588549, 2011; in the data active = inhibition above about 8.5%, passing the limit was not always enough
VHR inh abs: VHR1 phosphatase inhibitors, primary screen, biochemical, absorbance, uHTS | Dual specificity protein phosphatase 3 (Homo sapiens), P51452 | recombinant VHR phosphatase, pNPP absorbance | inhibition, % at 13.3 µM | actives 0.52% (n = 290,000) | AID 1654, 2009; in the data active = inhibition above about 50%; also: some compounds called inactive have numbers as strong as hits
Target sequence (P51452 whole entry, looked up): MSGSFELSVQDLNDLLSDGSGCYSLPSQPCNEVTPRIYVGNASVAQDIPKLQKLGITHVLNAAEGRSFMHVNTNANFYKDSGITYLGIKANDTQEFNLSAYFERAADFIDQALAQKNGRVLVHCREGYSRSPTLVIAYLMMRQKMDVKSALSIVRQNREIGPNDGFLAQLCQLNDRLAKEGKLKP
The depositor's hits bear a star; . = no result given; & = joins results of further samples. Rule as the data show it, unless noted: active = inhibition above about 30%; inactive = the rest.

mol	CCHF vOTU inh	FBA Mtb inh	Mtb UGM inh	GDH-TPI counter	Mtb BioA inh	MazEF act	BoNT F protease	Rv3671c protease	FadD28 FP inh	VHR inh abs
Cc1cccc(C(=O)NNC(=O)c2ccc(Br)cc2)c1	-16	0	-0.7	2	.	3	-1	0	-0.5	7
COc1ccccc1C1=CC(=O)CCC1	3	1	-1.7	11	-0.7	5	11	4	-1.1	.
CC1(c2nnc(-c3ccccc3)o2)CC(c2c(Cl)cccc2Cl)=NO1 (centres undefined)	-8	1	-0.2	6	-0.8	3	-2	-4	-3.0	.
COc1ccccc1N(CC(=O)NC1CCCCC1)C(=O)CCC(=O)Nc1ccccn1	8	2	-3.6	0	-0.2	-7	1	0	-1.5	7
CCCCCCCn1c2c(c(=N)c3c1CCC3)CCCC2	12	1	.	-5	.	18	0	.	0.3	0
Cc1nc2n[nH]c(N)c2c2c1COC(C)(C)C2	-1	0	-1.4	12	0.9	4	-4	1	-1.4	13
COc1ccc(Cl)c2sc(N3CCN(C(=O)C4=COCCO4)CC3)nc12	14	1	-1.6	2	.	9	-2	10	-1.9	.
Cn1c(CO)cnc1SCc1ccc([N+](=O)[O-])cc1	2	3	-1.3	12	0.9	1	-14	-1	-1.0	14
OCCC1CN(Cc2ccc3cc(Cl)ccc3n2)CCN1Cc1ccsc1 (centres undefined)	2	2	-0.4	-1	2.4	7	5	-10	-4.2	31
NC(=O)NC(=O)COC(=O)c1sc2ccccc2c1Cl	-7	-3	0.6	5	.	2	-5	-24	-3.5	-3
COCCN(C(=O)c1ccccc1)c1nc(-c2ccc(OC)cc2)cs1	2	-2	-1.2	13	0.1	3	14	-3	-1.2	9
O=C(/C=N/O)NCCCN1CCCCCC1	4	4	0.1	0	-1.7	3	-5	16	-0.9	25
Cc1cc(C)cc(N(CC(=O)Nc2cccc(C)c2C)S(=O)(=O)c2c(C)[nH]c(=O)[nH]c2=O)c1	-6	2	1.3	0	-0.7	3	0	-1	-2.4	23
CCc1ccccc1NC(=O)c1ccc(F)c(S(=O)(=O)N2CCC(C(N)=O)CC2)c1	-5	4	-1.5	10	-3.4	2	-3	-3	0.5	7
Cc1ccc(C)c(COC(=O)c2cc([N+](=O)[O-])ccc2N2CCOCC2)c1	5	-2	0.7	3	-1.0	-11	4	6	-1.4	.
COCc1[nH][nH]c(=O)c1C=Nc1ccc(F)cc1F	5	2	-4.4	2	0.8	0	12	1	0.5	6
C[N+]1(CCOC(=O)C2(c3ccccc3)CCCC2)CCCCC1	7	-1	-1.2	-4	.	2	-7	-3	-2.9	13
COc1ccc(C)cc1NC(=O)C1CCCCN1S(=O)(=O)c1ccccc1 (centres undefined)	1	0	1.0	-4	0.3	-5	-9	7	-1.9	.
O=C1Cc2ccccc2N1c1ccccc1	-10	0	-0.9	-10	0.5	3	2	6	-5.1	-4
C[C@@H]1CCCCO[C@@H](CN(C)Cc2ccc3c(c2)OCO3)[C@@H](C)CN([C@H](C)CO)C(=O)c2cc(N(C)C)ccc2O1	9	3	.	-1	-6.9&-2.3&0.9	5	0	.	-0.3	.

(listing goes on)
mol	CCHF vOTU inh	FBA Mtb inh	Mtb UGM inh	GDH-TPI counter	Mtb BioA inh	MazEF act	BoNT F protease	Rv3671c protease	FadD28 FP inh	VHR inh abs
O=C(O)c1c(Cl)c(Cl)c(Cl)c(Cl)c1C(=O)N1CCCCCC1	8	1	1.3	1	.	10	-4	10	-2.0	6
Cc1nc2c(C)c(C)c(C)c(C)c2nc1C	17	-1	6.3	3	7.5	1	0	2	-3.1	13
Cc1ccc(NC(=O)c2ccc3nc[nH]c3c2)cc1C	1	1	-1.6	-2	-1.0	8	2	-12	-3.8	28
O=C(NCC(=O)N1CCN(c2ccccc2O)CC1)c1ccco1	12	2	2.3	4	0.4	3	.	0	-0.7	32
CCOC(=O)c1oc2ccccc2c1NC(=O)CN1CCN(C)CC1	2	2	2.0	0	0.1	12	-7	9	-4.0	29
Cc1ccc(C(=O)NC(NCC2CCCO2)C(Cl)(Cl)Cl)cc1 (centres undefined)	-7	1	3.2	2	.	4	2	4	-3.8	8
Cc1nc2ccccc2c2oc(C(=O)NC3CC3)cc12	10	5	0.8	5	1.0	0	2	2	1.0	17
Cc1ccccc1N(C(=O)c1ccccn1)C(C(=O)NCc1ccccc1)c1ccncc1 (centres undefined)	1	1	3.1	2	-0.1	-25	1	-6	-2.0	25
Clc1cccc(N/N=C/c2ccc(N3CCOCC3)cc2)c1	13	2	4.7	9	-2.0	15	-10	3	-2.2	36
COC(=O)c1ccccc1NC(=S)NC(NC(=O)c1ccco1)C(Cl)(Cl)Cl (centres undefined)	.	6	1.6	15	.	-8	4	-18	-9.9	4
CCC(=O)N1CCCC(C)(C(=O)NS(=O)(=O)c2ccccc2Cl)C1 (centres undefined)	1	-2	.	-12	-1.5	.	-2	.	-1.4	.
c1ccc(-c2ccc(CNC3CC3)cc2)cc1	-9	0	0.8	-2	0.7	3	-23	.	1.0	6
COc1ccccc1N1CCN(S(=O)(=O)c2c(C)[nH]c(C)c2C(=O)N2CCCCC2)CC1	-7	1	-0.1	7	-1.9	9	10	-2	-0.7	11
O=C(NNC(=O)c1ccccc1[N+](=O)[O-])c1cnccn1	14	1	-1.2	9	-1.4	4	-12	5	-5.6	-28
CC1CCN(S(=O)(=O)c2ccc(C(=O)Nc3nnc(-c4ccncc4)o3)cc2)CC1	10	-5	0.7	18	-0.3	2	-3	-2	-1.4	12
COc1ccc(Cc2nc3ccc(C(=O)N(C)Cc4nccs4)cc3o2)cc1OC	2	1	2.9	-4	5.1	1	-5	0	-3.3	-2
OCCN1CCN(c2ncnc3c2ncn3[C@H]2CN(Cc3ccccc3)C[C@@H](CO)O2)CC1	14	-2	.	4	0.3	.	-11	.	-2.4	.
CCOc1ncccc1C(=O)NNC(=O)c1ccc(NS(=O)(=O)c2cccs2)cc1	-3	4	-2.6	9	.	-7	6	0	-0.8	.
N#CCCn1cc(C=C(C#N)C#N)c(-c2ccc(-c3ccccc3)cc2)n1	-5	2	-3.0	13	-1.2	-11	-4	-1	-5.0	3
COC(=O)CCC(=O)NS(=O)(=O)c1ccc(N=NN2CCOCC2)cc1	3	-3	-1.6	16	.	0	0	-1	-1.8	25

Next structures follow:
mol	CCHF vOTU inh	FBA Mtb inh	Mtb UGM inh	GDH-TPI counter	Mtb BioA inh	MazEF act	BoNT F protease	Rv3671c protease	FadD28 FP inh	VHR inh abs
Cc1cccc(C(=O)N[C@H](C(=O)NCCc2ccc(S(N)(=O)=O)cc2)C(C)C)c1	7	1	0.7	-7	.	13	-20	0	-2.8	49
CN(C)CCOC(=O)NCC12CC3CC(CC(C3)C1)C2	-15	0	1.1	-9	-0.3	-2	-13	6	-0.9	0
COCc1cc(Sc2ccc(OC)cc2)nc(-c2ccccc2)n1	-8	-1	-2.2	3	.	-1	-7	1	-3.9	14
Cc1ccc(N(CC(=O)O)C2SC(=O)NC2=O)cc1 (centres undefined)	4	-7	3.1	4	-1.0	-5	0	2	-1.1	-13
O=S(=O)(c1ccccc1C(F)(F)F)N1CCN(CC(O)COc2ccccc2F)CC1 (centres undefined)	1	1	2.0	-5	3.5	-5	-12	.	-8.7	28
O=S(=O)(NCC(c1ccco1)N1CCc2ccccc2C1)c1ccc(F)cc1 (centres undefined)	-4	-1	0.3	-1	-0.4	-4	-2	-10	-3.2	.
Cc1ccc(S(=O)(=O)Nc2cccc3c2O[C@H](CN(C)C(=O)Nc2cccc4ccccc24)[C@H](C)CN([C@H](C)CO)C3=O)cc1	-3	21	1.1	9	9.5	-3	3	-1	0.6	.
COc1ccc(C)cc1NC(=O)COC(=O)c1ccc2c(c1)OCCO2	-1	-2	0.2	5	-0.6	-5	9	1	-2.7	.
COc1ccc(C(=O)NNC(=O)c2ccccc2[N+](=O)[O-])cc1Br	3	-1	0.0	13	.	1	1	5	-2.5	-5
O=C(Nc1nc(-c2ccccn2)cs1)C1CCCC1	13	1	1.3	-3	1.0	4	-2	9	2.1	4
CCOC(=O)c1csc(NC(=O)CN2CCOCC2)n1	-4	0	-1.0	0	-1.8	3	7	-12	0.9	31
Cc1ccc(NC(=O)c2ccnc(C(C)(C)C)c2)cc1	-11	-1	1.4	1	-2.3	-1	-7	-5	3.0	5
O=C(Nc1ccccc1N1CCOCC1)c1ccc(OCc2cscn2)cc1	0	-3	-0.7	-8	-0.4	6	-35	-5	-0.4	12
O=C(NC(=S)NCc1ccccc1)C1CC1	-2	-1	0.4	-3	.	7	1	7	-1.4	26
O=C(c1cccc(C(F)(F)F)c1)C1CCCN(Cc2cccc(OCCO)c2)C1 (centres undefined)	1	-2	3.0	8	.	3	-3	13	-2.4	4
O=C(O)C1C2C=CC(C3CC23)C1C(=O)O (centres undefined)	-20	-2	4.6	3	1.4	-1	1	11	-0.8	9
CC1CCN(S(=O)(=O)c2cnc[nH]2)CC1	18	1	3.2	-1	-2.0	2	-2	-3	-1.9	-1
CCC(=O)c1ccc(OCC(=O)OCC(=O)NCc2cccs2)cc1	-3	1	-2.9	-4	0.5	0	-8	11	0.7	.
CCNc1nc(NCC)n2c(SCC(=O)Nc3ccccc3F)nnc2n1	24	0	.	1	0.2	-14	-4	1	-3.7	.
CS(=O)(=O)N1CCCC(C(=O)Nc2ccc(F)cc2F)C1 (centres undefined)	2	-1	-1.0	7	.	1	-1	5	-2.2	3

Additional structures:
mol	CCHF vOTU inh	FBA Mtb inh	Mtb UGM inh	GDH-TPI counter	Mtb BioA inh	MazEF act	BoNT F protease	Rv3671c protease	FadD28 FP inh	VHR inh abs
Cc1cc(C)n2nc(SCc3ccc(C#N)cc3)nc2n1	3	6	-0.2	11	-2.1	4	4	12	-1.4	44
COc1ccccc1Cn1c(=S)[nH]c2cc(C(=O)N3CCC(C(N)=O)CC3)ccc2c1=O	6	-2	1.0	-4	2.5	10	4	-10	-3.8	24
CCCN(C(=O)CSc1nnnn1C)C1CCS(=O)(=O)C1 (centres undefined)	-1	-1	-0.7	-4	.	2	0	2	-2.7	9
CC1CCc2c(sc(NC(=O)c3ccc(N4C(=O)CCC4=O)cc3)c2C(N)=O)C1 (centres undefined)	2	2	-1.4	13	0.9	11	.	-49	-0.2	.
c1ccc(Nc2nc3ccccc3o2)cc1	-6	-2	-1.4	-4	-1.7	2	-9	2	-4.7	15

Part of the list above in order of count of non-hydrogen atoms, smallest number first:
mol	CCHF vOTU inh	FBA Mtb inh	Mtb UGM inh	GDH-TPI counter	Mtb BioA inh	MazEF act	BoNT F protease	Rv3671c protease	FadD28 FP inh	VHR inh abs
c1ccc(Nc2nc3ccccc3o2)cc1	-6	-2	-1.4	-4	-1.7	2	-9	2	-4.7	15
Cc1cc(C)n2nc(SCc3ccc(C#N)cc3)nc2n1	3	6	-0.2	11	-2.1	4	4	12	-1.4	44
COc1ccccc1Cn1c(=S)[nH]c2cc(C(=O)N3CCC(C(N)=O)CC3)ccc2c1=O	6	-2	1.0	-4	2.5	10	4	-10	-3.8	24

By substructure, the entries above with a COOH group
mol	CCHF vOTU inh	FBA Mtb inh	Mtb UGM inh	GDH-TPI counter	Mtb BioA inh	MazEF act	BoNT F protease	Rv3671c protease	FadD28 FP inh	VHR inh abs
O=C(O)c1c(Cl)c(Cl)c(Cl)c(Cl)c1C(=O)N1CCCCCC1	8	1	1.3	1	.	10	-4	10	-2.0	6
Cc1ccc(N(CC(=O)O)C2SC(=O)NC2=O)cc1 (centres undefined)	4	-7	3.1	4	-1.0	-5	0	2	-1.1	-13
O=C(O)C1C2C=CC(C3CC23)C1C(=O)O (centres undefined)	-20	-2	4.6	3	1.4	-1	1	11	-0.8	9
